All columns: NCI-60 one-dose screen, growth in % after 48 h at 10 µM unless noted; 100 = growth as untreated, 0 = no growth, -100 = all killed.
EKVX: EKVX NSCLC. actives 3% (n = 71,000). AID 1794765
HOP-62: HOP-62 NSCLC; actives 3.9% (n = 80,000); AID 1794735
SK-MEL-5: SK-MEL-5 melanoma | AID 1794755 | actives 6.4% (n = 80,000)
M14: M14 melanoma. AID 1794745. actives 6.2% (n = 80,000)
CCRF-CEM: CCRF-CEM leukemia | actives 7% (n = 77,000) | AID 1794778
A549/ATCC: A549/ATCC NSCLC; actives 3.7% (n = 81,000)
HOP-92: HOP-92 NSCLC cells; actives 6.3% (n = 71,000); AID 1794738
LOX IMVI: LOX IMVI melanoma. actives 7.4% (n = 79,000). AID 1794757
Numbers without * were called inactive; nt = no result given; & = joins results of further samples; [ ] = another dose, or the depositor's remark. Rule for the calls: active = growth percent below 10; inactive = the rest.

#	structure	SK-MEL-5	A549/ATCC	HOP-92	EKVX
1	O=C(O)c1ccccn1	102	111	nt	nt
2	C/C(=C(/c1ccc(Cl)cc1)c1ccc(OCCN(C)C)cc1)c1ccc(Cl)cc1	111	96	109	97
3	NC(N)=NC1CCc2ccccc2C1 (stereo not drawn)	101	65	74	115
4	C=CCOc1c(CCC)cc(C(=O)N(C)C)cc1CCC	105	91	109	104
5	COc1ccc(-c2nc(C(=O)Nc3cc(F)cc(F)c3)nn2-c2cccc3ccccc23)cc1OC	85	89	98	82
6	Cc1[nH]c(-c2nc3ccccc3[nH]2)c(C)c1C(=O)NCc1ccccc1	100	102	97	100
7	CC1(C)C(=O)CC[C@]2(C)[C@H]3C(=O)C=C4[C@@H]5C[C@@](C)(C(=O)Nc6cccc7cccnc67)CC[C@]5(C)CC[C@@]4(C)[C@]3(C)CC[C@@H]12	82	71	82	79
8	COc1ccc(C(=O)/C=C/c2ccc(N3CCCCC3)cc2)cc1OC	90	90	70	93

#	M14	HOP-62	CCRF-CEM	LOX IMVI
1	105	103	96	99
2	103	103	128	94
3	89	92	83	93
4	103	101	109	97
5	78	79	98	82
6	107	103	110	99
7	75	47	81	nt
8	89	98	82	97

The final 6 compounds of the section above lead into the next:
#	structure	SK-MEL-5	A549/ATCC	HOP-92	EKVX
3	NC(N)=NC1CCc2ccccc2C1 (stereo not drawn)	101	65	74	115
4	C=CCOc1c(CCC)cc(C(=O)N(C)C)cc1CCC	105	91	109	104
5	COc1ccc(-c2nc(C(=O)Nc3cc(F)cc(F)c3)nn2-c2cccc3ccccc23)cc1OC	85	89	98	82
6	Cc1[nH]c(-c2nc3ccccc3[nH]2)c(C)c1C(=O)NCc1ccccc1	100	102	97	100
7	CC1(C)C(=O)CC[C@]2(C)[C@H]3C(=O)C=C4[C@@H]5C[C@@](C)(C(=O)Nc6cccc7cccnc67)CC[C@]5(C)CC[C@@]4(C)[C@]3(C)CC[C@@H]12	82	71	82	79
8	COc1ccc(C(=O)/C=C/c2ccc(N3CCCCC3)cc2)cc1OC	90	90	70	93
9	O=C(CCC(=O)c1nc2ncccc2[nH]1)NN1C(=O)CSC1c1ccc(Br)cc1 (stereo not drawn)	98	98	99	93
10	NS(=O)(=O)c1ccc(Nc2nc(N/N=C/c3ccc(N4CCOCC4)cc3)nc(Nc3ccccc3)n2)cc1	63	101	85	98
11	NS(=O)(=O)c1ccc(NC2OCC(O)C(O)C2O)cc1 (stereo not drawn)	100	nt	79	nt
12	COC(=O)/C(CCC=C(C)C)=C1\[C@@H](OC(C)=O)C[C@@]2(C)[C@H]1CC(N)[C@H]1[C@@]3(C)CCC(N)[C@@H](C)[C@@H]3CC[C@@]12C (stereo partly drawn)	76	81	69	95
13	CC1(C)C(=O)/C(=C\c2ccco2)C[C@]2(C)[C@H]3CC=C4[C@@H]5C[C@](C)(C(=O)O)CC[C@]5(C)CC[C@@]4(C)[C@]3(C)CC[C@@H]12	-73*[100 µM]	-68*[100 µM]	-83*[100 µM]	-71*[100 µM]
14	COc1cc(-c2cc(=O)c3c(CC(=O)O)cc(O)cc3o2)cc(OC)c1OC	96	95	94	107
15	COc1cc(C2=NNC(c3ccc(N(C)C)cc3)C2)cc(OC)c1OC (stereo not drawn)	-4.5*	25	29	44
16	Cc1ccc(-c2cn3c(nc4ccccc43)c(-c3ccc(Cl)cc3)n2)cc1	99	97	115	221

#	M14	HOP-62	CCRF-CEM	LOX IMVI
3	89	92	83	93
4	103	101	109	97
5	78	79	98	82
6	107	103	110	99
7	75	47	81	nt
8	89	98	82	97
9	101	95	92	96
10	89	83	53	67
11	106	100	nt	85
12	86	95	87	64
13	-43*[100 µM]	-68*[100 µM]	-23*[100 µM]	-94*[100 µM]
14	111	100	93	100
15	22	36	17	49
16	103	104	97	105

(more compounds)
#	structure	SK-MEL-5	A549/ATCC	HOP-92	EKVX
17	Oc1ccccc1-c1nc2ccccc2o1	96	107	nt	nt
18	COc1cccc2cc(-c3cc4ccccc4[nH]3)/c(=N/C(=S)Nc3ccccc3)oc12	76	91	5.5*	87
19	COc1cc2ncnc(Sc3nnc(NC(=O)c4ccccc4)s3)c2cc1OC	104	92	101	86
20	O=C(N/N=C/c1ccncc1)c1ccccc1Nc1cccc(C(F)(F)F)c1	76	56	47	92
21	CNc1ccc(Cl)cc1S(=O)(=O)c1ccccc1[N+](=O)[O-]	96&34	94&23	100&93	95&103
22	Oc1ccccc1/C=N/N=C1c2ccccc2-c2ccccc21	86	101	74	86
23	S=C1SCCCS1	117	98	105	102
24	CCN(Cc1ccccc1)c1ccc(C(=C2C=CC(=[N+](CC)Cc3ccccc3)C=C2)c2cc(O)c(S(=O)(=O)O)cc2S(=O)(=O)O)cc1	95	55	95	96

#	M14	HOP-62	CCRF-CEM	LOX IMVI
17	98	98	94	95
18	71	18	nt	80
19	96	103	nt	100
20	87	98	nt	70
21	83&115	95&147	93&85	81&77
22	96	nt	86	87
23	108	101	106	95
24	98	90	94	100

Pulled by structure from the list above:
#	structure	SK-MEL-5	A549/ATCC	HOP-92	EKVX
17	Oc1ccccc1-c1nc2ccccc2o1	96	107	nt	nt
24	CCN(Cc1ccccc1)c1ccc(C(=C2C=CC(=[N+](CC)Cc3ccccc3)C=C2)c2cc(O)c(S(=O)(=O)O)cc2S(=O)(=O)O)cc1	95	55	95	96
23	S=C1SCCCS1	117	98	105	102
21	CNc1ccc(Cl)cc1S(=O)(=O)c1ccccc1[N+](=O)[O-]	96&34	94&23	100&93	95&103
20	O=C(N/N=C/c1ccncc1)c1ccccc1Nc1cccc(C(F)(F)F)c1	76	56	47	92

#	M14	HOP-62	CCRF-CEM	LOX IMVI
17	98	98	94	95
24	98	90	94	100
23	108	101	106	95
21	83&115	95&147	93&85	81&77
20	87	98	nt	70

(cont.)
#	structure	SK-MEL-5	A549/ATCC	HOP-92	EKVX
25	COc1cc2oc(C(=O)N[C@@H](Cc3ccccc3)C(O)C(=O)NCc3ccccc3)c(C)c(=O)c2cc1OC (stereo partly drawn)	93	87	80	86
26	O=c1oc2ccc(F)cc2c(=O)n1-c1ccc(Br)cc1F	nt	4.2*	-15*	7.1*
27	COc1cc([C@@H](CCO)C[C@H](C)c2ccc3ccccc3c2)cc(OC)c1OC	28	47	31	49
28	COc1ccc(/C=N/NC(=O)CSc2nc3sc4c(c3c(=O)n2-c2ccccc2)CCCCC4)cc1O	82	98	103	79
29	Cc1c(C(=O)C(SC(=S)N2CCN(C(=O)OC(C)(C)C)CC2)SC(=S)N2CCN(C(=O)OC(C)(C)C)CC2)nnn1-c1ccc([N+](=O)[O-])cc1	109	99	79	106
30	COc1ccc(Nc2nc(N)nn2S(=O)(=O)c2cccs2)cc1	105	117	94	102
31	COc1ccc2nc(-c3ccc(-c4noc(-c5ccc(Cl)cc5)n4)cc3)[nH]c2c1	79	73	nt	91
32	O=C1C=CC(=O)N1c1cccc2cccnc12	105	101	88	105

#	M14	HOP-62	CCRF-CEM	LOX IMVI
25	98	90	103	111
26	-2.3*	-0.2*	11	13
27	15	41	22	39
28	99	100	78	56
29	104	91	73	103
30	106	115	89	99
31	43	97	57	57
32	96	107	113	102

Later entries:
#	structure	SK-MEL-5	A549/ATCC	HOP-92	EKVX
33	COc1cc2c(cc1-c1c(C)noc1C)ncc1nc(C3CC3)n([C@H](C)COC(F)F)c12	nt	36	37	57
34	O=C1CC(C(F)(F)F)Cc2nc3ccc(Br)cc3cc21 (stereo not drawn)	93	92	86	81
35	C/C(Cc1ccc(Cl)cc1)=C(\c1ccc(OCCN2CCCCCC2)cc1)c1ccc(OC(=O)c2ccccc2)cc1	35	54	-4.5*	79
36	O=C(Nc1ccccc1)Nc1ccc(OCc2ccc(Cl)cc2)cc1	97	84	102	101
37	O=C1C2C3C=CC(C3)C2C(=O)C2C3C=CC(C3)C12 (stereo not drawn)	104&107	103&100	102&95	104&106
38	NS(=O)(=O)c1ccc(CCN2C(=O)C3C(C2=O)C2(Cl)C(Cl)=C(Cl)C3(Cl)C2(Cl)Cl)cc1 (stereo not drawn)	93	101	48	93
39	COc1ccc(C2=C3CCCCC3=NC3=CC=CCN32)cc1	100	86	90	100
40	COC(=O)COC(=O)c1cc([N+](=O)[O-])cc([N+](=O)[O-])c1	104	78	79	101

#	M14	HOP-62	CCRF-CEM	LOX IMVI
33	44	43	52	15
34	91	87	98	91
35	-50*	81	-4.8*	-22*
36	91	113	91	56
37	113&103	105&112	108&108	98&102
38	95	104	50	92
39	100	87	85	96
40	88	78	90	97

(listing goes on)
#	structure	SK-MEL-5	A549/ATCC	HOP-92	EKVX
41	O=C(Nc1ccc(Cl)c(Cl)c1)c1ccc(Nc2ccc(Cl)nn2)cc1	98	100	117	98
42	CN=C(N)NCCC[C@H](N)C(=O)O	104	105	nt	100
43	CCN(CC)CCSC(=O)C(c1ccccc1)C1CCCC1 (stereo not drawn)	97	99	nt	82
44	Cn1cc(-c2cc3nc(-c4c[nH]c5ccccc45)cc(N)n3n2)c2ccccc21	8.2*	-82*	-29*	55
45	COc1cc(-c2nn(C(=O)NS(=O)(=O)c3ccc4ccccc4c3)cc2-c2ccncc2)ccc1Cl	101	80	48	65
46	CCCCNC(=O)NS(=O)(=O)c1ccc(N2N=C(c3ccc(C)cc3C)CC2c2ccc(Cl)cc2)cc1 (stereo not drawn)	60	42	68	nt
47	C/C(=C\c1ccccc1)C(O)C(=O)c1nc2ccc([N+](=O)[O-])cc2[nH]c1=O (stereo not drawn)	83	86	79	93
48	O=C(NNc1nc2ccccc2nc1/C=C/c1ccc([N+](=O)[O-])cc1)Nc1cccc(Cl)c1	55	68	58	61

#	M14	HOP-62	CCRF-CEM	LOX IMVI
41	107	121	105	87
42	98	107	101	94
43	99	113	98	80
44	-60*	-68*	-38*	-78*
45	75	77	93	81
46	55	101	57	68
47	92	81	75	76
48	53	74	64	57

As entered above:
Value for `O=C(Nc1ccc(Cl)c(Cl)c1)c1ccc(Nc2ccc(Cl)nn2)cc1` under A549/ATCC: 100
Value for `CN=C(N)NCCC[C@H](N)C(=O)O` under EKVX: 100

Additional compounds:
#	structure	SK-MEL-5	A549/ATCC	HOP-92	EKVX
49	O=C(Cn1cc(-c2ccccc2)nn1)Nc1nc(-c2ccc(Cl)cc2)cs1	95	103	130	98
50	Cc1nn(-c2ccccc2)c2ncn(CC(=O)N/N=C/c3ccccc3O)c(=O)c12	29	39	56	13
51	COc1ccc(NC(=O)c2sc3nc(C)c(C(=O)c4ccccc4)cc3c2N)cc1	103	52	111	95
52	Cc1cc(C)nc(SCC(=O)O)n1	99	112	98	nt
53	CCOC(=O)c1cc(C(=O)c2cc(OC)c(OC)c(OC)c2)n2c1ccc1c3ccccc3ccc12	103	100	106	100
54	COc1cc2c(=O)n(C3CCCCC3)c3c4cc[nH]c4ncc3c2cc1OC	71	65	60	87

#	M14	HOP-62	CCRF-CEM	LOX IMVI
49	nt	108	103	101
50	45	27	24	10
51	106	98	95	108
52	105	112	94	96
53	94	96	95	101
54	93	49	60	53
